NTR1 agonist: NTR1-driven beta-arrestin-GFP spot formation – imaging, U2OS cells, high content, primary screen (AID 493036). activation, % at 20 µM. P30989. agonist mode. 330,000 compounds, 0.17% hits;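 active means activation at or above 40% of the spot to cytoplasm intensity ratio, with at least 20 cells analyzed; inconclusive means wells under 20 cells, flagged as cytotoxic or low count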;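 further: 0% = DMSO without peptide and 100% = 100 nM NTR1 peptide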
Target sequence (P30989 whole entry, looked up): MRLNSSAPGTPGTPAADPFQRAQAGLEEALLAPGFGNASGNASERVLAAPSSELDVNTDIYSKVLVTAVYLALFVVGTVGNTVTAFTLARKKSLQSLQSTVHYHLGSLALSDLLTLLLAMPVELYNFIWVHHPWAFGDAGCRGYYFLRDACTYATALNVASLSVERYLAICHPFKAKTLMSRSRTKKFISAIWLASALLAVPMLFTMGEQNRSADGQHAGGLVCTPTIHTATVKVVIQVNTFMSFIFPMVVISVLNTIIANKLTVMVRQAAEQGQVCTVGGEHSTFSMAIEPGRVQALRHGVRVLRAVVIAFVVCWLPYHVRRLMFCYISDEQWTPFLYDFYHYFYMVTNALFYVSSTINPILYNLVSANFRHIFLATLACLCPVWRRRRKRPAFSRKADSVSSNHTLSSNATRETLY
Large T inhibition: TAg ATPase/helicase activity blockers – biochemical (AID 1903); inhibition, % at 20 µM, or IC50 in µM where a hit was titrated; SV40 large T antigen ATPase/helicase inhibition assay; higher % means a stronger effect; 310,000 compounds, 0.39% hits; in the data active means a potency from the dose series; inconclusive means inhibition mostly from about 32% at the one dose, without a potency; inactive means the rest, 99 in 100 with inhibition below about 32%; further: strong numbers were not always called active
UTI89 phage lysis: protection from phage-mediated lysis, alamar blue read-out – E. coli UTI89, K1F phage, bacterial capsule biogenesis inhibitors (AID 488966). E. coli UTI89 K1F phage lysis, alamar blue, 2 h; higher % means a stronger effect. inhibition, % at 100 µM; hits with a dose series show IC50 in µM. 340,000 compounds, 0.02% hits;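 active means phage lysis inhibition, versus mean bacterial control, above a set limit; inconclusive means no clear call, values can overlap the other calls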;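 further: capsule biogenesis inhibitors block K1F phage lysis so surviving cells raise fluorescence; higher fluorescence means more inhibition of phage lysis; actives were called in the ten point dose series up to 300 µM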
MgcRacGAP inhibition: MgcRacGAP GTPase-activating activity inhibitors, confirmation, biochemical, ADP Hunter fluorescence. MgcRacGAP-stimulated Rac1 GTP hydrolysis, ADP Hunter fluorescence; higher % means a stronger effect; GST-tagged Rac1 F28L mutant substrate. inhibition, % at 30 µM; hits with a dose series show IC50 in µM. 340,000 compounds, 0.6% hits;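 active means first-screen hits whose inhibition reached a set limit at any dose in the follow-up dose series; inconclusive means inhibition above the set first-screen limit but never retested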;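 further: fluorescence reports GDP produced by GAP-driven GTP hydrolysis; strong numbers were not always called active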
NS5 inhibitors: flavivirus cap methylation enzyme inhibition – biochemical, confirmation dose response, primary screen (AID 588689); Dengue-2 NS5 methyltransferase capping enzyme assay, biochemical; higher % means a stronger effect; one-dose inhibition, % at 25 µM; IC50 in µM for titrated hits; 340,000 compounds, 0.3% hits; in the data active means a potency from the dose series; inconclusive means inhibition above about 29% without an active follow-up result
RSV CPE inhibition: inhibition of RSV-induced cytopathic effect – HEp-2 cells, primary 10 µM value included (AID 2391). CPE inhibition, % at 10 µM; hits with a dose series show IC50 in µM. 310,000 compounds, 0.13% hits. HEp-2 cells, RSV-induced CPE inhibition; higher % means a stronger effect; in the data active means a potency from the dose series; inconclusive means CPE inhibition mostly from about 23% at the one dose, without a potency; inactive means the rest, 99 in 100 with CPE inhibition below about 21%; further: strong numbers were not always called active
T cell modulator: T cell immune modulation candidate | calls only at 7 µM | 330,000 compounds, 0.068% hits | 2C CD8+ T cell-vesicle binding, flow cytometry; stronger effect = lower value;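 active means response, share of CD8 T cells binding vesicles, and their 90th percentile fluorescence all below set limits, cut at about 80% in these data, passing the limit was not always enough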
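Assay system: 2C TCR transgenic mouse naive CD8+ T cells, MACS-purified | Read-out: CD8+ gate FL2 mean fluorescence as % of same-row positive control | Signal: High-throughput flow cytometry with anti-B7-1 and anti-CD8 staining | Timing: Binding step 1.5 h, 37 °C, antibody labelling 20 min, ice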
PhoP inhibition: inhibitors of PhoP regulon expression, primary screen, Salmonella Typhimurium, GFP reporter (AID 1863); S. Typhimurium PhoP-regulated promoter GFP reporter, 4 h; higher % means a stronger effect; inhibition, % at 50 µM; hits with a dose series show IC50 in µM; 300,000 compounds, 0.16% hits;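 active means inhibition over 29.93%, a cutoff 3 SD above the screen mean, later confirmed by dose response; inconclusive means inhibition over 29.93% but no dose response follow-up; inactive means inhibition at most 29.93% or unconfirmed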;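 further: 0% = low Mg2+ inducing control and 100% = high Mg2+ repressing control; strong numbers were not always called active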
West Nile antiviral: inhibition of WNV-induced cytopathic effect – cell-based, CPE readout (AID 1621). West Nile virus-infected cells, CPE inhibition; higher % means a stronger effect. one-dose CPE inhibition, % at 10 µM; IC50 in µM for titrated hits. 290,000 compounds, 0.02% hits; in the data active means a potency from the dose series; inconclusive means CPE inhibition mostly from about 3.7% at the one dose, without a potency; inactive means the rest, 99 in 100 with CPE inhibition below about 2.2%; further: strong numbers were not always called active
T cell modulator vesicle-bound %: further read-out of T cell modulator, marked with its call; double positive events, %; measured here: CD8+ vesicle-bound cell fraction;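 binding gate set so that unloaded-vesicle control wells show 10% double positive cells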
NTR1 agonist cell count 20 µM: also measured in NTR1 agonist; calls as there; cell count; measured here: cell count, cytotoxicity flag
NS5 inhibitors pilot replicate: also measured in NS5 inhibitors; calls as there; inhibition, %; measured here: pilot screen replicate inhibition
* marks the source's active call; other numbers are inactive results; i = inactive; ? = inconclusive; . = no result given; [ ] = another dose, or the depositor's remark.

SMILES	NTR1 agonist	NTR1 agonist cell count 20 µM	Large T inhibition	UTI89 phage lysis	MgcRacGAP inhibition	NS5 inhibitors	RSV CPE inhibition	T cell modulator	T cell modulator vesicle-bound %	PhoP inhibition	West Nile antiviral	others
CCNC(=O)c1ccc(N(C)S(=O)(=O)c2cccs2)cc1	-0.7	87	8%	-2.1%	6%	-9%	-0.8%	i	17	6%	-0.1%
NNC(=O)c1cc2cc(Oc3ccccc3)ccc2[nH]1	2.1	57	13%	0.0%	9%	-3%	0.3%	i	32	-3%	0.2%	NS5 inhibitors pilot replicate=-5.2
CC(C)(C)OC(=O)C[C@H]1C/C=C\C[C@@H](CC(=O)N[C@@H](CO)Cc2ccccc2)C(=O)N2CCC[C@H]2COC1=O	-2.7	68	.	0.5%	6%	-8%	.	i	4	.	.
O=C(O)CCc1ccc(-c2ccccc2)o1	-3.1	84	20%	-1.8%	6%	44%	3.7%	i	36	18%	0.2%
NC(=O)C1CCCN(C(=O)c2ccc(Cl)cc2)C1 (stereo not given)	2.0	71	15%	1.1%	19%	2%	1.7%	i	49	-1%	0.3%
Cc1nn(C)c(C)c1NS(=O)(=O)c1ccccc1	-0.3	40	7%	0.5%	12%	3%	1.7%	i	24	6%	-0.2%
COC(=O)c1ccc(N(CC(=O)NCC2CCCO2)C(=O)CCC(=O)Nc2cc(C)on2)cc1 (stereo not given)	-1.4	47	1%	0.2%	8%	-6%	0.9%	i	22	5%	0.9%
N#Cc1cc([N+](=O)[O-])ccc1NCC1CCCO1 (stereo not given)	0.1	64	9%	-0.1%	-1%	-2%	1.8%	i	26	2%	-0.1%
COc1ccc2c(c1)c1c3n2CCN(C)C3=NCC1	1.4	57	19%	0.1%	2%	9%	-2.0%	i	59	-12%	1.1%
COc1ccc(Cc2nnc(NC(=O)C3CCN(C(=O)c4ccco4)CC3)s2)cc1	-0.9	38	1%	0.4%	4%	1%	9.7%	i	30	10%	0.0%
Cc1ccccc1-c1cc2nc(C)c(Cl)c(=O)n2[nH]1	0.2	35	12%	?	21%	-8%	10%	i	21	.	.
N#CCc1c(C#N)c(N)nc(Nc2ccccc2)c1C#N	-0.6	57	11%	0.9%	3%	-10%	1.6%	i	32	-3%	-0.2%
O=C(COc1ccc(Cl)cc1Cl)NC(=O)NC1CCCC1	2.7	91	.	1.1%[50 µM]	4%	8%	.	.	.	.	.
CC(=O)CSc1nc2cc3c(cc2cc1C#N)OCCO3	8.5	71	7%	0.2%	-1%	27%	1.5%	i	59	0%	-0.1%
O=C(NCCS(=O)(=O)NCc1cccnc1)c1ccccc1	-0.7	61	11%	1.1%[50 µM]	5%	-12%	-1.0%	i	49	-7%	.
Cc1ccc(SCC(=O)NCC2CCCO2)cc1 (stereo not given)	-0.5	36	11%	-0.1%	5%	-11%	0.7%	i	30	-7%	0.5%
CC(C)(C)NC(=O)COc1ccc(-c2ccccc2)cc1	1.5	72	7%	2.1%	17%	0%	?	i	33	-7%	0.0%	NS5 inhibitors pilot replicate=0.3
O=C(COc1ccccc1F)N1N=C(c2cccs2)CC1c1ccco1 (stereo not given)	-0.4	65	.	-0.8%[50 µM]	6%	-1%	.	.	.	.	.
Nc1ccccc1NC(=O)c1ccccc1	1.0	85	.	0.5%	5%	3%	3.0%	i	37	-3%	-0.7%
CCN(CC)S(=O)(=O)c1cccc(C(=O)NCC(c2ccccc2)N(C)C)c1 (stereo not given)	-0.5	61	5%	0.4%	6%	-9%	1.4%	i	11	-6%	-0.9%
O=C(OCC(=O)N1CCOCC1)c1cc(F)c(F)cc1Cl	-1.3	45	21%	0.5%	-4%	-1%	0.7%	i	34	-6%	-0.1%
COC(=O)C(Cc1ccc(OC(=O)c2ccccc2Cl)cc1)N1Cc2ccccc2C1=O (stereo not given)	1.9	45	11%	-0.3%	-2%	-5%	4.5%	i	30	-5%	0.1%
COC(=O)c1cc2nc(-c3ccc(C)cc3)cc(C(F)(F)F)n2n1	-0.3	112	5%	0.3%	12%	-6%	2.3%	i	62	-1%	0.1%
Cc1cc(C)cc(N(CC(=O)Nc2ccccc2-c2ccccc2)S(=O)(=O)c2ccccc2)c1	10	47	-2%	3.9%	8%	4%	1.4%	i	46	0%	-0.4%
O=C(O)c1cc(-c2ccc(Cl)c(Cl)c2)n(-c2ccccc2)n1	0.2	42	6%	-0.1%	8%	13%	2.7%	i	53	-9%	0.1%
CC(C)(CNC(=O)c1sc2cc(Cl)ccc2c1Cl)N1CCOCC1	2.2	82	17%	1.1%[50 µM]	8%	-6%	19%	i	44	4%	.
O=C(NCC(=O)N(Cc1ccccc1)C(C(=O)NCC1CCCO1)c1ccccc1)c1cccs1 (stereo not given)	1.7	53	8%	0.8%	4%	-1%	0.5%	i	18	-4%	0.5%
COC(=O)Cc1[nH]n(-c2ccccc2)c(=O)c1C=Nc1ccc(C)cc1	2.3	64	10%	0.2%	2%	1%	1.0%	i	18	-6%	-0.1%
Cc1nc2ccc(NC(=O)NCc3ccco3)cc2s1	1.1	72	3%	-2.3%	-3%	1%	1.1%	i	54	-1%	0.4%
Nc1ccccc1C(=O)Nc1ccc(Cl)cc1Cl	-0.7	76	6%	0.3%	4%	-10%	44%	i	49	0%	-0.9%
Cc1nnc(Oc2ccc([N+](=O)[O-])cc2)c2ccccc12	-0.5	66	3%	1.8%[50 µM]	6%	-4%	1.2%	i	30	4%	-0.8%
Cc1cc(C)cc(C(=O)NCC(=O)N2CCC(C(N)=O)CC2)c1	-0.2	55	.	0.5%[50 µM]	5%	-2%	.	i	48	.	.
CCn1c(=O)n(CCc2ccccc2)c(=O)c2c3c(sc21)CCCC3	18	54	8%	6.3%	12%	-3%	-0.4%	i	59	5%	-0.4%
CC(C)(C)c1ccc(C(=O)C2CCCN(C(=O)c3ccccn3)C2)cc1 (stereo not given)	0.4	47	.	0.2%	4%	-4%	.	.	.	.	-0.2%
O=C(N/N=C/c1c(-c2ccccc2)[nH]c2ccccc12)c1cccnc1	-0.1	30	?	-0.1%	7%	-2%	-0.5%	i	6	-7%	1.1%
Cc1ccc(C(=O)CSc2n[nH]c(C)n2)cc1	0.9	77	2%	-0.3%	6%	-11%	0.7%	i	51	3%	0.6%
O=C(NCc1n[nH]c(=S)n1-c1ccc(F)cc1)c1ccc(S(=O)(=O)N2CCOCC2)cc1	0.8	82	6%	-0.1%	14%	8%	1.6%	i	44	-7%	0.0%
Fc1ccccc1Oc1nc(-c2ccncc2)nc2ccccc12	7.2	76	5%	0.9%	7%	-3%	6.8%	i	12	-6%	-1.0%
COc1ccc(C(=O)C[n+]2cccc(C)c2)cc1	2.5	54	4%	0.8%	1%	-4%	0.7%	i	46	1%	-0.4%
CC(C)CCOP(=O)(c1ccc(N(C)C)cc1)C(O)c1ccc(N(C)C)cc1 (stereo not given)	-0.9	49	2%	0.8%[50 µM]	6%	-10%	1.7%	i	27	10%	-0.9%
COc1ccccc1NC(=S)NC(=O)CC(C)C	0.6	51	2%	0.2%	9%	-6%	0.3%	i	54	5%	0.1%
O=C(Cn1cnc2c(nnn2Cc2ccccc2)c1=O)c1ccccc1	2.5	57	10%	-1.8%	3%	-5%	-0.1%	i	29	5%	.
CN1CCC(=C(c2ccccc2)c2ccc(Br)cc2)CC1	3.8	42	79%	3.5%	6%	-13%	.	i	43	.	.
O=C(CSc1ccc(-c2ccco2)nn1)c1ccc(F)cc1	3.7	62	21%	0.4%	9%	12%	0.5%	i	30	-12%	0.6%
COc1ccccc1/C=C1/SC(=O)N(CCC(=O)Nc2ccc(S(=O)(=O)Nc3nccs3)cc2)C1=O	1.3	41	18%	-0.4%[50 µM]	5%	4%	3.7%	i	51	5%	0.0%
O=C(c1ccco1)N1CCN(c2nc(C3CC3)nc3sc4c(c23)CCCC4)CC1	12	43	10%	-0.1%	1%	2%	?	i	49	-4%	1.1%
Cc1cc(/C=C2\NC(=O)N(Cc3ccc(Cl)cc3)C2=O)c(C)n1C	.	.	17%	2.1%[50 µM]	2%	3%	2.7%	i	18	16%	-1.0%
CN(C)CCNC(=O)c1cc2c(=O)n(C)c3ccccc3c2n1C	4.2	52	0%	-2.2%	14%	-4%	-1.6%	i	50	6%	-0.4%
O=C(NCCN1CCCC1)c1ccc(Cl)cc1	-0.8	78	27%	-0.1%	0%	-6%	1.0%	i	51	-1%	-0.2%
Cc1cc(/C=N/NC(=O)c2ccncc2)c(C)n1-c1ccccc1	-1.2	69	0%	0.7%	3%	-7%	0.4%	i	50	4%	-0.3%
O=C(NCc1ccccc1)c1cc2ccccc2o1	0.0	58	12%	-0.3%	10%	-3%	-1.4%	i	4	12%	0.0%
COc1ccc(CC(=O)N2N=C(C)CC2(O)C(F)(F)F)cc1 (stereo not given)	-0.9	83	25%	0.9%[50 µM]	-15%	3%	0.5%	i	6	0%	-0.9%
COc1ccc(CCNC(=O)C2CCN(C(=O)c3ccc(OC)c(OC)c3)CC2)cc1	-0.6	82	9%	0.2%	5%	-4%	1.0%	i	22	0%	-0.8%
O=C(Nc1ccc(Cl)cc1C(F)(F)F)C(Sc1cccc[n+]1[O-])c1ccccc1 (stereo not given)	1.5	62	12%	0.0%	6%	-15%	1.6%	i	55	-4%	-0.8%
O=C(COC(=O)c1cc(S(=O)(=O)N2CCOCC2)ccc1Cl)NCc1ccc2c(c1)OCO2	-1.3	63	.	1.6%[50 µM]	4%	-7%	0.3%	i	50	.	.
Cn1c(=O)c(=O)n(C)c2cc(S(=O)(=O)NCc3ccc(Cl)cc3)ccc21	-0.3	34	16%	-0.1%	3%	-2%	1.9%	i	10	-4%	-0.2%
COc1ccccc1NC(=O)Cc1noc(CSc2nnc(N)s2)n1	0.9	32	9%	0.4%	9%	-3%	0.2%	i	61	9%	0.1%

Assay outcomes as filed in PubChem.
